# TcdB GH inh – inhibitors of Clostridioides difficile toxin B glycohydrolase. P18177. TcdB glycohydrolase enzymatic assay, plate reader. inhibition, % at 9.99 µM. 350,000 compounds, 0.24% hits. AID 652162; in the data active = inhibition above about 10%
# * = called active by the depositor; & = joins results of further samples. A portion of the library, so the mix of outcomes need not match the whole.
SMILES,TcdB GH inh
Cc1cccc(C)c1NC(=O)C1C(c2ccc3c(c2)OCO3)=Nc2ccccc2N1C(=O)c1ccccn1 (configuration not stated),-3.2
CC(C)NC(=O)Nc1ccc2c(c1)C(=O)N([C@H](C)CO)C[C@@H](C)[C@@H](CN(C)S(=O)(=O)c1ccc(Cl)cc1)O2,-0.4
C[C@H]1CN([C@@H](C)CO)C(=O)c2cc(NC(=O)Nc3ccc4c(c3)OCO4)ccc2O[C@H]1CN(C)S(=O)(=O)c1ccccc1,-0.3
CO[C@@H]1CN(C)C(=O)c2cc(NC(C)=O)ccc2OC[C@@H](C)N(Cc2ccc(F)cc2)C[C@H]1C,-0.4
CN(C)CC#Cc1ccc([C@H]2[C@@H](CO)N3CCCCN(C(=O)c4ccc5c(c4)OCO5)C[C@H]23)cc1,-0.4
COc1ccc2c3c([nH]c2c1)[C@@H](CO)N(C(=O)C1CCCCC1)CC31CCN(C(=O)c2ccncc2)CC1,-0.6
COc1ccccc1NC(=O)N1CCCCN2[C@@H](CO)[C@H](c3ccc(-c4cccc(F)c4)cc3)[C@@H]2C1,-1.2
C[C@H](CO)N1C[C@H](C)[C@@H](CN(C)Cc2ccc(F)cc2)Oc2ncc(-c3cccc(C#N)c3)cc2C1=O,1.2
O=C(Nc1ccccc1F)N1CCCCN2[C@H](C1)[C@H](c1ccc(C3=CCCCC3)cc1)[C@@H]2CO,-6.8
O=C1CN(Cc2ccc(F)cc2)C[C@H]2[C@@H](c3ccc(-c4ccccc4)cc3)[C@@H](CO)N12,-1.4
Cc1noc(C)c1S(=O)(=O)N(C)C[C@@H]1Oc2ccc(NS(=O)(=O)c3ccc(Cl)cc3)cc2CC(=O)N([C@@H](C)CO)C[C@H]1C,-1.2
NC(=O)[C@@H]1[C@H]2C(=O)O[C@H](c3ccccc3)[C@H](c3ccccc3)N2[C@H](c2ccc(OCCO)cc2)[C@@]12C(=O)Nc1ccc(C#CC3=CCCCC3)cc12,-2.9
C[C@@H]1CCCCO[C@@H](CN(C)C(=O)NC2CCCCC2)[C@@H](C)CN([C@H](C)CO)C(=O)c2cc(NC(=O)Nc3ccc(C(F)(F)F)cc3)ccc2O1,-2.3
COc1ccc(CN(C)C[C@H]2Oc3ccc(NC(=O)Nc4cccc5ccccc45)cc3CC(=O)N([C@@H](C)CO)C[C@@H]2C)cc1,0.3
Cc1ccc(NC(=O)Nc2ccc3c(c2)C(=O)N(C)[C@@H]2CC[C@@H](CC(=O)O)O[C@@H]2CO3)cc1,-4.6

# Entries from the list above that contain an aryl methoxy group:
SMILES,TcdB GH inh
COc1ccc2c3c([nH]c2c1)[C@@H](CO)N(C(=O)C1CCCCC1)CC31CCN(C(=O)c2ccncc2)CC1,-0.6
COc1ccccc1NC(=O)N1CCCCN2[C@@H](CO)[C@H](c3ccc(-c4cccc(F)c4)cc3)[C@@H]2C1,-1.2
COc1ccc(CN(C)C[C@H]2Oc3ccc(NC(=O)Nc4cccc5ccccc45)cc3CC(=O)N([C@@H](C)CO)C[C@@H]2C)cc1,0.3

# Continued.
SMILES,TcdB GH inh
COCC(=O)Nc1ccc2c(c1)[C@H]1C[C@H](CC(=O)N3CCc4ccccc4C3)O[C@H](CO)[C@H]1O2,0.2
COc1ccc(S(=O)(=O)Nc2ccc3c(c2)C(=O)N([C@H](C)CO)C[C@H](C)[C@H](CN(C)Cc2ccncc2)OCCCC[C@H](C)O3)cc1,-0.3
O=C(C[C@@H]1C=C[C@H](NC(=O)CC2CC2)[C@@H](CO)O1)NCc1ccccc1,0.1
C[C@@H]1CN([C@@H](C)CO)C(=O)Cc2cc(NC(=O)Cc3ccccc3)ccc2O[C@@H]1CN(C)CC1CC1,-0.9
Cc1ccc(S(=O)(=O)N2[C@H](CC(=O)c3cccc4ccccc34)OC[C@@H]2C(C)C)cc1,1.8
CC=Cc1ccc2n(c1=O)C[C@@H]1[C@@H](CO)[C@H](C(=O)Nc3ccc(-c4ccccc4)cc3)[C@H]2N1C (mixture of isomers),0.2
Cc1ccc(S(=O)(=O)N[C@H]2CC[C@H](CCNC(=O)C3CCCCC3)O[C@@H]2CO)cc1,0.3
N#C[C@H]1[C@@H](c2ccccc2C2=CCCC2)[C@@H](CO)N1C(=O)C1CCC1,1.1
O=C(C1CCCCC1)N1CC(=O)N2[C@H](CO)[C@@H](c3ccc(-c4ccccc4F)cc3)[C@@H]2C1,-0.3
COCC(=O)N(C)C[C@H]1Oc2cc(-c3ccc(F)cc3)ccc2S(=O)(=O)N([C@@H](C)CO)C[C@@H]1C,0.7
Cc1ccc(S(=O)(=O)Nc2ccc3c(c2)CC(=O)N([C@@H](C)CO)C[C@@H](C)[C@H](CN(C)C)O3)cc1,0.2
C[C@H]1CN([C@@H](C)CO)S(=O)(=O)c2ccc(Br)cc2O[C@H]1CN(C)Cc1ccccn1,0.2
CO[C@H]1CN(C)C(=O)c2ccc(NC(=O)c3ccccc3)cc2OC[C@@H](C)N(C)C[C@H]1C,1.6
C/C=C/c1ccc(C2[C@H]3CNC[C@@H]2N3S(=O)(=O)c2ccccc2C)cc1 (some centres not stated),-6.3&-1.9
C[C@@H]1CCCCO[C@H](CN(C)C(=O)NC2CCCCC2)[C@@H](C)CN([C@H](C)CO)C(=O)c2cc(NC(=O)Nc3ccc4c(c3)OCO4)ccc2O1,-0.2
Cc1ccc(S(=O)(=O)N(C)C[C@@H]2OCCCC[C@@H](C)Oc3ccc(NC(=O)NC(C)C)cc3C(=O)N([C@H](C)CO)C[C@H]2C)cc1,0.5
CO[C@H](CN(C)C(=O)Nc1ccc(F)cc1)[C@H](C)CN(Cc1ccccc1Cl)[C@H](C)CO,-0.5
COc1ccc(CN(C)C[C@H]2Oc3ccc(NC(=O)C4CCCCC4)cc3CC(=O)N([C@H](C)CO)C[C@@H]2C)cc1,0.4
c1ccc(CCN2CCC3CCNC3C2)cc1 (configuration not stated),1.7
CO[C@H]1CN(C)C(=O)c2ccc(NC(=O)c3cc(C)on3)cc2OC[C@H](C)N(C)C[C@H]1C,-0.5
CN1C(=O)c2cc(NC(=O)c3cnccn3)ccc2OC[C@H]2O[C@@H](CC(=O)N[C@H]3CCN(Cc4ccccc4)C3)CC[C@H]21,-3.1
COc1cccc(-c2ccc3c(c2)O[C@H](CN(C)C(=O)C2CCOCC2)[C@@H](C)CN([C@H](C)CO)S3(=O)=O)c1,0.1
CN1c2ccc(-c3ccccc3)cc2[C@H]2[C@H](CCN2C(=O)c2ccncc2)[C@H]1CO,9.5
C[C@H]1CN([C@@H](C)CO)C(=O)Cc2cc(NC(=O)NC3CCCCC3)ccc2O[C@@H]1CN(C)C(=O)Nc1ccc(C(F)(F)F)cc1,0.4
C[C@@H]1CCCCO[C@@H](CN(C)C(=O)Nc2ccc(F)cc2)[C@H](C)CN([C@H](C)CO)C(=O)c2cc(NS(=O)(=O)c3ccc(Cl)cc3)ccc2O1,0.5
CCCNC(=O)N1C[C@H](O)COC[C@H]2O[C@H](CC(=O)N[C@H]3CCN(Cc4ccccc4)C3)CC[C@@H]21,-0.3
CCNC(=O)[C@H]1[C@H](CO)[C@H]2Cn3c(ccc(-c4ccc(OC)cc4)c3=O)[C@H]2N1Cc1nccs1,-0.8
C[C@@H]1CCCCO[C@@H](CN(C)S(=O)(=O)c2cn(C)cn2)[C@@H](C)CN([C@H](C)CO)C(=O)c2cc(NC(=O)NC3CCCCC3)ccc2O1,1.2
C[C@H](CO)N1C[C@H](C)[C@H](CN(C)C(=O)Nc2ccc(F)cc2)Oc2ccc(NC(=O)Nc3ccc(C(F)(F)F)cc3)cc2C1=O,0.9
CO[C@H]1CN(C)C(=O)c2ccc(NC(=O)c3nc4ccccc4s3)cc2OC[C@H](C)N(Cc2cncnc2)C[C@@H]1C,1.3

# An excerpt from above in order of heavy-atom count, rising.
SMILES,TcdB GH inh
c1ccc(CCN2CCC3CCNC3C2)cc1 (configuration not stated),1.7
CCCNC(=O)N1C[C@H](O)COC[C@H]2O[C@H](CC(=O)N[C@H]3CCN(Cc4ccccc4)C3)CC[C@@H]21,-0.3
COc1cccc(-c2ccc3c(c2)O[C@H](CN(C)C(=O)C2CCOCC2)[C@@H](C)CN([C@H](C)CO)S3(=O)=O)c1,0.1
CO[C@H]1CN(C)C(=O)c2ccc(NC(=O)c3nc4ccccc4s3)cc2OC[C@H](C)N(Cc2cncnc2)C[C@@H]1C,1.3
C[C@H](CO)N1C[C@H](C)[C@H](CN(C)C(=O)Nc2ccc(F)cc2)Oc2ccc(NC(=O)Nc3ccc(C(F)(F)F)cc3)cc2C1=O,0.9
C[C@@H]1CCCCO[C@@H](CN(C)C(=O)Nc2ccc(F)cc2)[C@H](C)CN([C@H](C)CO)C(=O)c2cc(NS(=O)(=O)c3ccc(Cl)cc3)ccc2O1,0.5

# Going on with the list.
SMILES,TcdB GH inh
C/C=C/c1cnc2c(c1)C(=O)N([C@H](C)CO)C[C@H](C)[C@@H](CN(C)C(=O)c1cnccn1)O2,-0.5
C[C@H](CO)N1C[C@H](C)[C@H](CN(C)CC2CC2)Oc2cc(C#Cc3ccccn3)ccc2S1(=O)=O,1.2
CS(=O)(=O)Nc1ccc2c(c1)[C@H]1C[C@@H](CC(=O)NCc3cccnc3)O[C@H](CO)[C@H]1O2,-0.5
O=C(Cc1ccccn1)NCC[C@H]1CC[C@H](NS(=O)(=O)c2ccc(Cl)cc2)[C@@H](CO)O1,-1.3
COc1ccccc1-c1cn(CC[C@H]2CC[C@H](NC(=O)CCN3CCCCC3)[C@H](CO)O2)nn1,-0.2
CCCC#Cc1cnc2c(c1)C(=O)N([C@@H](C)CO)C[C@H](C)[C@@H](CN(C)C(=O)Nc1ccc(OC)cc1)O2,-0.4
COc1ccc(-c2ccc([C@H]3[C@@H](CO)N4C(=O)CN(C(=O)C5CCCC5)C[C@H]34)cc2)cc1,0.7
CCCNC(=O)Nc1ccc2c(c1)OC[C@H](C)N(Cc1ccccn1)C[C@@H](C)[C@H](OC)CN(C)C2=O,1.2
O=C(C1CCCC1)N1CC2(C1)[C@@H](c1ccccc1)[C@H](CO)N2Cc1ccc(Cl)cc1,-1.4
C[C@@H]1CN([C@H](C)CO)C(=O)Cc2cc(NC(=O)Nc3ccc(F)cc3)ccc2O[C@H]1CN(C)C(=O)Nc1ccccc1,-0.4
C[C@@H]1CCCCO[C@H](CN(C)Cc2ccc3c(c2)OCO3)[C@@H](C)CN([C@H](C)CO)C(=O)c2cc(NC(=O)CCCN(C)C)ccc2O1,0.7
C[C@H](CO)N1C[C@H](C)[C@H](CN(C)C(=O)Nc2ccc(C(F)(F)F)cc2)OCCCC[C@H](C)Oc2ccc(NS(=O)(=O)c3ccc(F)cc3)cc2C1=O,-1.1
CC(C)NC(=O)Nc1ccc2c(c1)CC(=O)N([C@@H](C)CO)C[C@@H](C)[C@@H](CN(C)Cc1ccccc1)O2,-8.4
Cc1noc(C)c1S(=O)(=O)Nc1ccc2c(c1)C(=O)N([C@H](C)CO)C[C@H](C)[C@H](CN(C)Cc1ccc3c(c1)OCO3)O2,-4.2
C[C@@H]1CCCCO[C@@H](CN(C)S(C)(=O)=O)[C@H](C)CN([C@@H](C)CO)C(=O)c2cc(N(C)C)ccc2O1,-8.4
COC(=O)[C@H]1[C@H](CO)[C@H]2Cn3c(ccc(-c4ccc(OC)cc4)c3=O)[C@H]2N1C,-2.2
COc1ccc(S(=O)(=O)N(C)C[C@@H]2Oc3ccc(NC(=O)Nc4ccccc4)cc3CC(=O)N([C@H](C)CO)C[C@H]2C)cc1,0.2
C[C@H]1CN([C@@H](C)CO)C(=O)CCCn2cc(nn2)CO[C@H]1CN(C)S(=O)(=O)c1ccc(C#N)cc1,-0.4
O=S(=O)(c1ccc(F)cc1)N1CCCCN2[C@H](CO)[C@H](c3ccc(-c4ccccc4)cc3)[C@@H]2C1,-1.6
CCC(=O)N1C[C@H](C)[C@@H](OC)CN(C)C(=O)c2ccc(NC(=O)C3CCOCC3)cc2OC[C@@H]1C,1.3
CO[C@@H]1CN(C)C(=O)c2ccc(NC(=O)c3cc(C)on3)cc2OC[C@@H](C)N(C(C)=O)C[C@H]1C,-0.5
CCNC(=O)C[C@H]1CC[C@@H]2[C@H](COc3ccc(NC(=O)Cc4ccccc4)cc3C(=O)N2C)O1,-0.7
C[C@@H]1CN([C@H](C)CO)C(=O)c2cc(NC(=O)c3ccncc3)ccc2O[C@H]1CN(C)Cc1ccc(C(=O)Nc2ccccc2N)cc1,-0.2
O=C(NCc1ccccc1)[C@H]1CCCN1C(=O)[C@H]1CCCN1C(=O)c1cccc(F)c1,-0.2
COc1ccc(-c2ccc([C@H]3[C@H]4CN(C(=O)Cc5ccccc5)CCCCN4[C@H]3CO)cc2)cc1,0.3
CO[C@H]1CN(C)C(=O)c2ccc(NC(=O)Nc3c(C)noc3C)cc2OC[C@H](C)N(C)C[C@H]1C,0.0
COCC(=O)N1C[C@H](C)[C@@H](OC)CN(C)C(=O)c2cc(NC(=O)C3CCC3)ccc2OC[C@@H]1C,-0.4
COCC(=O)N(C)C[C@@H]1[C@@H](c2ccc(-c3ccccc3)cc2)[C@H](CO)N1C(C)=O,0.0
O=C1c2[nH]nc(-c3ccccc3)c2C(c2cccc(C(F)(F)F)c2)N1c1ccccc1 (configuration not stated),1.1
COc1ccccc1NC(=O)N[C@H]1C=C[C@@H](CC(=O)NCc2ccc(Cl)c(Cl)c2)O[C@@H]1CO,-0.9
O=C(C[C@@H]1CC[C@H]2[C@@H](COC[C@@H](O)CN2Cc2ccc(Cl)cc2)O1)NCCc1ccccc1,0.6
CCCN1[C@@H]2Cn3c(ccc(-c4ccncc4)c3=O)[C@H]1[C@@H](C(=O)N1CCCCC1)[C@@H]2CO,1.0
COc1ccccc1NC(=O)N1CC[C@@H]2[C@H]1c1cc(C#Cc3ccc(F)cc3)ccc1N(C)[C@@H]2CO,-2.5
C[C@@H]1CN([C@@H](C)CO)C(=O)c2cc(NS(=O)(=O)c3ccccc3)ccc2O[C@H]1CN(C)Cc1ccccc1,1.0
CC(C)NC(=O)NCC[C@@H]1CC[C@H](NS(=O)(=O)c2ccc(Oc3ccccc3)cc2)[C@@H](CO)O1,-1.5
